# Screening data deposited in PubChem BioAssay by several laboratories.
# Shn3 3UTR inh – Schnurri-3 reporter inhibition in Clone20 osteoblasts; Clone20 osteoblast Shn3 3'UTR firefly luciferase, 24 h; hit rate 0.52% among 360,000; inhibition, % at 12.5 µM;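 active = mean inhibition of at least 75% with every replicate also reaching 75%; inconclusive = mean inhibition at least 75% but some replicate below; inactive = mean inhibition below 75%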;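 note: 0% = median of neutral control wells and 100% = pilot-screen positive control compound; some compounds past the cut are filed as inactive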
# CaV13 ICDI inh – Disruptors of the CACNA1D IQ motif to Ca2+-dependent inactivation inhibitor domain association, primary screening, Förster resonance energy transfer in intact living …; hit rate 0.098% among 340,000; inhibition, % at 12.3 µM; HEK cells, CFP/YFP FRET ICDI-IQ, plate reader, 10 min; percent FRET-ratio fall versus neutral wells;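 active = mean replicate inhibition of at least 30% and at least 1% of replicates passing that level; inconclusive = only one of the two criteria is met; inactive = neither criterion is met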;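 note: 0% = median of the neutral control wells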
# HIF-2a block – inhibitors of HIF-2a. 786-0 RCC cells HIF-2a reporter, luciferase luminescence, overnight. inhibition, % at 18.8 µM. hit rate 0.72% among 360,000. AID 624352;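 active = inhibition of the luminescence signal of 40% or more relative to plate controls, in a single-dose primary screen at 18.75 µM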
# TRPM1 prom inh – MITF TRPM1 promoter inhibition in SK-MEL-5 cells; hit rate 0.83% among 330,000; AID 488899; inhibition, % at 12.5 µM; SK-MEL-5 TRPM1 promoter luciferase, 24 h;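 active = mean inhibition across replicates of 60% or more, whatever share of single replicates reaches that level; inconclusive = some that reach 60%, reason not given; inactive = mean inhibition across replicates below 60%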; note: values of inactives mirror those of a sister screen read the other way
# PDI turbidity – blocks human protein disulfide isomerase activity; hit rate 0.052% among 350,000; AID 588391; PDI insulin aggregation turbidity, A650, 90 min; P07237; inhibition, % at 10 µM;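 active = mean inhibition across replicates of 30% or more, whatever share of single replicates reach that level; inconclusive = mean inhibition below 30% while every single replicate reaches 30%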;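 note: absorbance from insulin aggregation driven by PDI reduction with DTT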
# Target sequence (P07237 whole entry, looked up): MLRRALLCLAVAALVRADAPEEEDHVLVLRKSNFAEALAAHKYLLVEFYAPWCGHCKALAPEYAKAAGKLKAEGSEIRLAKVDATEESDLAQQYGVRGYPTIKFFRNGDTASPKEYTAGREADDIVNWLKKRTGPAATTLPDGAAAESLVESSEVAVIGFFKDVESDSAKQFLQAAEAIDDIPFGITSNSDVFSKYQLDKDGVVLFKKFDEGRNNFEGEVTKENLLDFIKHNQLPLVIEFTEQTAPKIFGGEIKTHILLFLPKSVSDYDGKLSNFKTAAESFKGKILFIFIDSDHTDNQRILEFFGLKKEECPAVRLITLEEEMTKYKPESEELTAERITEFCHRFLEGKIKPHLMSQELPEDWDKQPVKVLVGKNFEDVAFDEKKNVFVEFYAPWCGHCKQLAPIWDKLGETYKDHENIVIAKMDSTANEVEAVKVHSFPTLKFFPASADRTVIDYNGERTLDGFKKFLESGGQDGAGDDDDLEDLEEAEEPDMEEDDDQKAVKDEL
# KKLEB cytotox – CF airway cell cytotoxicity counter-screen; KKLEB CF airway cells viability, ATPlite luminescence, overnight; hits give low values; cells stimulated with P. aeruginosa culture filtrate; activity change (cytotoxicity), % at 5 µM; hit rate 0.36% among 360,000;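 active = corrected activity change at or below -50% at 5 µM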
# CF NFkB block – blocks PAF-induced NF-kB reporter in cystic fibrosis cells. hit rate 0.86% among 360,000. inhibition, % at 5 µM. AID 588850. KKLEB NF-kB-GFP reporter, GFP fluorescence overnight;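 active = at least 50% inhibition at 5 µM, scaled per plate between neutral and stimulator controls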;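 note: PAF is a Pseudomonas aeruginosa culture filtrate used as stimulus; plate controls were PAF-stimulated DMSO wells for no effect and unstimulated DMSO wells for full effect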
# Peg3 promoter – Peg3 promoter activity inhibition | inhibition, % at 20 µM | AID 588405 | hit rate 1.7% among 360,000 | HeLa PEG-Prom luciferase reporter, luminescence, overnight;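 active = inhibition of at least 50% at 20 µM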
# NR2E3 ag-1 – activates human photoreceptor nuclear receptor NR2E3. Q9Y5X4. GST-NR2E3/biotin-RetCOR TR-FRET, 1536-well. inhibition of corepressor binding, % at 4.78 µM. hit rate 0.12% among 320,000. AID 2300;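 active = percent inhibition above the cutoff of mean plus 3 SD of all tested compounds, set per screening campaign, cut at about 20% in these data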;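 note: 0% = DMSO wells and 100% = biotin wells as full block of FRET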
# Target sequence (Q9Y5X4 whole entry, looked up): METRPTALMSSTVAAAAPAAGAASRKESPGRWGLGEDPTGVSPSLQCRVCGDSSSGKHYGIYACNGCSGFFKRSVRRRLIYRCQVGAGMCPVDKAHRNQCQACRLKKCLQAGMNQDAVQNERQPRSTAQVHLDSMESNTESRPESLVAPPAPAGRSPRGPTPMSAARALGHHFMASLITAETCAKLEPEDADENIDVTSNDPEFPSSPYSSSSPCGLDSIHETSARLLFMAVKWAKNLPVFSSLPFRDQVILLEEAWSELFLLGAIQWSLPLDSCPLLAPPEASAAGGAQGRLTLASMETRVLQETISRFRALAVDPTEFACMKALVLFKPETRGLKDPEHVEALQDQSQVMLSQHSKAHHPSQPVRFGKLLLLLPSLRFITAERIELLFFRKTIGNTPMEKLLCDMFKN
#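 System: GST-tagged NR2E3 plus biotinylated RetCOR corepressor; Amount: 1.35 nM GST-tagged NR2E3 final; Dosing: single nominal compound dose of 4.8 µM; Schedule: 5 h incubation at 4 °C; Technique: TR-FRET with europium anti-GST and streptavidin-D2, 340 nm excitation; Controls: biotin wells as high control, 0.6% DMSO wells as low control.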
# Vif inh – blocks HIV Vif function. HEK293T cells, Vif self-association by quenched fluorescence, imaging, 24 h. inhibition, % at 7.49 µM. hit rate 0.35% among 340,000; in the data active = inhibition above about 50%, passing the limit was not always enough; inconclusive = no clear call, values can overlap the other calls; inactive = below about 31%; note: some results filed as inactive read as strong as hits
# NR2E3 ag-2 – human photoreceptor-specific nuclear receptor agonism | AID 602229 | CHO-S Gal4-NCOR/VP16-NR2E3 two-hybrid, luciferase | hit rate 0.35% among 360,000 | inhibition of corepressor binding, % at 3.98 µM | Q9Y5X4;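 active = inhibition above the mean of all tested compounds plus 3 SD, cut at about 70% in these data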;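 note: 0% = DMSO with NR2E3 transfected cells and 100% = cells lacking NR2E3 construct; higher means lower luciferase signal from less NR2E3 corepressor binding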
# Numbers without * were called inactive; ? = inconclusive; · = not tested or not shown.
SMILES,Shn3 3UTR inh,CaV13 ICDI inh,HIF-2a block,TRPM1 prom inh,PDI turbidity,KKLEB cytotox,CF NFkB block,Peg3 promoter,NR2E3 ag-1,Vif inh,NR2E3 ag-2
O=C(NCCN1CCOCC1)C(=O)c1c[nH]c2ccccc12,-24.4,-18.1,-27.6,1.7,1.7,7.6,-14.5,-19.5,0.8,-4.9,-12.6
Cc1ccccc1C(=O)NC(C(N)=O)P(=O)(OC(C)C)OC(C)C (stereo not drawn),-11.0,-5.0,-4.1,-0.6,5.8,-1.9,4.0,-20.0,2.8,3.1,12.7
Cc1ccc(Nc2nc(Cl)nc(NC(C)(C)C)n2)cc1,-116.4,-2.5,-232.6,-94.8,-2.0,-6.4,19.2,-237.2,0.1,-4.1,-32.2
O=C1OCCC1Sc1nnc(-c2ccc(Cl)cc2Cl)o1 (stereo not drawn),28.3,-20.0,75.7*,39.6,10.0,-14.2,8.9,71.4*,-2.5,-9.3,-5.3
COc1ccccc1C(=O)N1CCN(c2nc3cc(C)c(C)cc3cc2C#N)CC1,46.0,-4.8,-0.8,4.5,-5.9,5.1,12.4,-20.1,3.0,-28.5,8.8
Cc1cc(C)cc(N2C(=O)CC(c3ccccc3)CC2=O)c1,-17.9,-9.7,20.4,2.8,-0.5,-10.1,-12.3,4.2,-0.2,10.2,-12.9
CC1CCN(C(=O)CN2C(=O)C(=O)c3ccccc32)CC1,-9.1,·,21.1,·,-18.8,-12.3,11.9,14.8,1.8,3.1,23.3
O=C(C1=C[C@@H](c2ccc3c(c2)OCO3)C[C@@H](OCc2ccc(CO)cc2)O1)N1CCOCC1,-1.4,-9.3,0.6,2.0,2.4,-5.6,-13.4,-1.5,4.6,-3.6,-48.5
CC(C)C(c1nnnn1Cc1cccs1)N1CCN(C2CCCC2)CC1 (stereo not drawn),21.3,-2.2,8.9,-5.6,-1.8,5.7,-2.9,-6.5,-0.5,21.7,3.0
COc1cc(NC(=O)COC(=O)c2ccc(S(=O)(=O)N3CC(C)CC(C)C3)cc2)c(C)cc1[N+](=O)[O-] (stereo not drawn),13.7,·,5.3,-3.1,-14.3,2.0,6.8,32.7,-1.9,-8.6,12.9
O=C(NC1CCCCC1)N1CCN(c2nc(-c3ccccc3)cs2)CC1,24.2,-6.3,3.5,-5.8,-3.5,8.5,5.3,6.1,4.2,-1.1,26.7
O=C(NC(=S)Nc1cc(C(F)(F)F)ccc1N1CCOCC1)c1ccco1,22.9,-20.5,18.2,-8.8,7.0,-10.8,7.0,19.5,-1.3,0.6,-2.3
Cc1ccc(=O)n(C(C(=O)NCc2ccco2)C(=O)c2ccc(F)cc2)c1 (stereo not drawn),-3.0,-3.9,15.9,3.9,0.1,3.3,6.5,-5.2,0.7,-1.3,4.7
CNC(C)c1cc(OC)ccc1OC (stereo not drawn),4.0,·,-3.5,14.7,0.2,3.0,0.1,1.5,5.9,2.5,4.4
O=c1c2ccccc2nc(SCc2ccc([N+](=O)[O-])cc2)n1-c1ccccc1,2.6,-7.7,-15.5,1.5,-6.6,-9.2,-17.2,16.2,2.4,7.8,-19.0
O=C(NC(c1ccccc1)c1ccccc1)N1CCOCC1,3.3,3.9,4.7,7.2,-0.5,-2.2,-5.0,2.1,-0.7,6.1,-6.0
CC(C)(C)Cc1c(-c2cccc(Br)c2)nc2ccc(Br)cn12,-33.9,-8.5,-65.0,·,·,3.4,-5.8,8.4,·,·,-0.4
CCOC(=O)N1CCc2c(sc(NC(=O)CN3CCOCC3)c2C(=O)Nc2ccccc2)C1,1.6,-4.1,18.2,-2.9,-1.9,-8.8,56.7*,23.7,1.2,1.9,-25.7
COc1cccc(NC(=O)Cn2cc(C(=O)C3CC3)c3ccccc32)c1,7.4,-6.9,12.7,-3.5,-1.6,-1.2,9.1,-1.8,2.1,4.9,-4.0
COc1cc2[nH]c(=S)n(CCCN3CCOCC3)c(=O)c2cc1OC,-9.2,·,16.9,-4.3,15.7,5.0,-12.0,22.2,0.9,-8.1,-0.3
COc1cccc(OCC(=O)Nc2ccccc2-c2ccccc2)c1,3.2,-4.3,11.0,-15.7,2.7,1.6,21.9,31.2,0.1,15.0,-5.6
COc1ccccc1N1CCN(Cc2cccc(OC)c2OC)CC1,11.8,-2.8,10.5,3.7,-4.2,-8.2,-9.1,14.6,-2.9,-6.8,-6.2
Cc1ccc(CCCOC(=O)C[N+]2(C)CCCCC2)cc1,-3.7,-7.0,1.2,5.4,-10.2,0.6,2.8,-2.4,-3.5,-2.3,1.1
Cc1ccc(N2NC(=O)/C(=C/C=C/c3ccco3)C2=O)cc1C,0.7,-0.9,12.1,14.5,-4.3,1.0,-18.2,-6.9,-4.5,-0.3,-55.1
O=c1sc(Nc2ccccc2)nc2ccccc12,5.3,4.7,13.6,13.2,0.4,14.4,1.5,2.3,3.6,6.7,-64.7
CN(C)CCOC(=O)c1ccc2[nH]c3c(c2c1)CSCC3,3.6,-2.4,12.3,-37.8,-7.1,-3.2,9.0,-6.7,-2.2,3.3,-7.7
CC(C)CC1C(=O)N(Cc2cn(CCC3OCCO3)nn2)CCS(=O)(=O)N1Cc1ccc(-c2cccc(N(C)C)c2)cc1 (stereo not drawn),12.0,-5.3,-9.2,·,28.4,-0.9,-1.8,36.6,·,-2.5,2.1
CC(=O)N(CN1C(=O)CCC1=O)c1cccc(Cl)c1,-9.4,-2.9,9.6,-4.7,1.3,3.3,8.5,22.9,-2.0,-14.5,1.3
CC1CC(C)(C)NC(=S)N1CC(=O)NCc1ccc(F)cc1 (stereo not drawn),10.6,-3.9,15.2,6.6,1.9,-1.2,8.0,4.8,-6.0,-8.1,4.2
CN1CCN(Cc2ccc(OCc3ccccc3)cc2)CC1,-6.2,-8.0,-157.7,-2.0,-2.8,-22.1,5.4,-142.7,0.8,4.0,-88.9
CC(=O)Nc1ccc(N(C)C)cc1[N+](=O)[O-],-2.1,·,8.2,9.1,-5.3,1.4,6.4,4.5,-1.4,4.5,9.3
COC(=O)CNC(=O)CSc1nnc2cc(C)c3ccccc3n12,-15.4,-5.9,8.7,-0.8,7.8,0.9,-4.6,1.5,1.0,1.5,-7.5
CCN(CC)CCCn1c2c(c(SCC(=O)Nc3ccc(F)c(F)c3)nc1=O)CCC2,-9.3,-5.7,3.2,-12.3,6.4,-4.8,22.3,-8.4,-0.9,-7.1,1.1
COc1ccc(C)cc1C(=O)CCC(=O)NCCc1ccc(S(N)(=O)=O)cc1,-4.6,-14.7,13.1,9.9,-1.0,-7.0,-16.8,7.7,-5.5,-1.0,-49.6
CC(OC(=O)c1cc(=O)c2ccccc2o1)C(=O)c1ccccc1 (stereo not drawn),13.2,-5.6,3.4,0.7,13.9,1.6,8.7,6.4,-5.2,?,6.8
O=P(c1ccccc1)(c1ccccc1)c1nc(-c2ccccc2)oc1NCc1ccccc1,-24.3,3.0,24.5,7.5,0.5,-0.7,14.4,32.1,-0.6,·,-11.9
COc1ccc(N2CCN(C(=O)COc3ccc(Cl)cc3Cl)CC2)cc1,-6.6,-1.4,13.7,12.4,-0.4,-3.4,3.3,24.1,-2.1,-0.4,13.2
Cc1cccc(CCNS(=O)(=O)c2ccc3c(c2)n(C)c(=O)c(=O)n3C)c1,11.6,-5.9,8.1,-5.5,10.6,-4.5,8.8,9.5,-1.3,8.7,-7.4
COc1cccc(N2CCN(C(=O)CCNS(=O)(=O)c3ccc(F)c(F)c3)CC2)c1,-4.4,-6.4,7.8,7.4,-2.6,3.7,6.5,6.5,·,-3.8,17.3
Cn1c(=O)c(C(=O)CCl)c(N)n(Cc2ccccc2)c1=O,-31.3,-11.8,16.2,29.7,-2.8,0.6,25.7,68.8*,-1.1,7.4,18.0
Cn1c(SCC(=O)Nc2cccc(C(=O)O)c2)nnc1-c1cc2cc(Br)ccc2o1,3.0,-4.0,10.5,-8.4,-0.4,6.0,8.1,-11.2,-2.4,10.6,-8.8
COc1ccc(CNC(=O)c2ccc(SC)cc2OC)cc1,-21.8,-9.3,-12.0,-2.6,0.6,12.0,2.8,-127.0,-1.1,-0.1,-10.4
COCCN(C(=O)c1ccc(N2C(=O)c3ccccc3C2=O)cc1)c1c(N)n(CC(C)C)c(=O)[nH]c1=O,-12.1,-3.4,-3.4,1.0,-1.1,-10.0,17.2,17.1,·,5.7,-26.2
O=C(c1cc(-c2ccc(Cl)cc2)n(-c2ccc(Cl)c(Cl)c2)n1)N1CCOCC1,-5.1,-1.2,28.3,-14.5,-2.9,0.1,-12.0,16.8,3.4,3.5,14.7
Cc1ccc(CNC(=O)CC(C)S(=O)(=O)c2cc3c(cc2C)NC(=O)CO3)cc1 (stereo not drawn),0.3,-4.2,2.1,1.8,·,1.1,-7.1,6.5,2.9,-6.7,-13.3
CCN1CCCC1CN(Cc1cc2ccc(C)cc2[nH]c1=O)C(=S)Nc1ccc(OC)cc1 (stereo not drawn),-5.1,-4.4,34.6,12.8,-2.8,-4.9,14.4,63.1*,0.4,-3.8,-47.1
O=C(O)CCS(=O)(=O)c1ccccc1Cl,9.7,1.1,6.8,2.8,5.9,-0.5,3.3,9.9,2.6,-1.4,-21.0
Cc1cc(C)c(NC(=O)COC(=O)C2CCC2)c(Cl)c1,17.2,-2.5,1.4,-3.7,3.6,-8.2,-15.2,4.6,4.0,3.0,-14.5
O=C(Nc1ccc(Cl)cn1)c1ccc2[nH]c(=O)c(=O)[nH]c2c1,-18.1,-3.4,-23.3,-2.0,6.6,4.4,-1.7,-41.2,-0.2,18.1,-11.1
CCOc1ncccc1C(=O)NNC(=O)c1ccccc1-n1cccc1,10.0,-5.6,6.5,-5.7,7.9,-12.3,20.8,-4.9,2.4,8.0,-19.2
COc1ccc(CCNC(=O)c2cc(COc3c(C)cccc3C)on2)c(OC)c1,-34.4,-6.7,-128.4,-30.7,0.4,-7.0,3.9,-117.2,-0.6,1.1,-8.9
CC(=O)C[C@H]1c2ccccc2S(=O)(=O)N1C1CCCC1,-8.1,-9.3,11.4,4.0,-4.7,4.4,1.2,8.4,-2.6,-4.7,-26.4
c1ccc(Cc2nc(-c3ccccn3)no2)cc1,-105.2,-4.1,-202.6,-57.1,-0.2,7.1,-11.4,-198.3,-1.9,4.0,-54.6
